# CSN inh: inhibitors of CSN-mediated cullin deneddylation, primary screen, biochemical, fluorescence polarization, uHTS. COP9 signalosome complex subunit 5 (Homo sapiens), Q92905. AID 651999, 2013. inhibition, % at 12.5 µM. Purified CSN, SCF-Nedd8-OG deneddylation. hit rate 0.38% among 360,000;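 active means pattern-corrected inhibition above about 35%, with an unprinted fluorescence ratio check between 0.5 and 1.5, limit read from the data, passing the limit was not always enough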;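 further: 0% = enzyme with substrate and 100% = substrate without enzyme; some results filed as inactive read as strong as hits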
#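 Test system: purified human Csn5 enzyme expressed in HEK293T cells. Amount: 0.24 nM enzyme. Reagent: SCFSkp2-Nedd8OG substrate at 10 nM final. Schedule: 90 min incubation of compound, enzyme and substrate at room temperature. Detection: fluorescence polarization. Read-out: % inhibition of substrate cleavage by Csn5.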
# TbMetRS inhib: T. brucei MetRS inhibitors, primary screen, biochemical, luminescence. methionyl-tRNA synthetase (Trypanosoma brucei brucei). purified T. brucei MetRS, ATP depletion, Kinase-Glo luminescence. inhibition, % at 11.9 µM. hit rate 0.4% among 360,000;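 active means inhibition above a per-plate cutoff of the control wells' mean inhibition plus 3 SD, cut at about 5.5% in these data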;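 further: 0% = DMSO wells median and 100% = median of wells with control inhibitor compound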
#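 System: purified T. brucei MetRS enzyme / Detection: Kinase-Glo luciferase luminescence reporting remaining unconsumed ATP / Medium: HEPES buffer with MgCl2, KCl, DTT, spermine, BSA, pyrophosphatase / Replication: singlicate, one well per compound / Evaluation: percent inhibition relative to median high and low control wells / Schedule: 2 h aminoacylation at 25 °C after 15 min preincubation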
# LMPTP inh: LMPTP phosphatase inhibitors, primary screen, biochemical, fluorescence intensity, uHTS | recombinant LMPTP-A, OMFP fluorogenic substrate | inhibition, % at 20 µM | AID 651560, 2012 | hit rate 0.22% among 360,000 | Low molecular weight phosphotyrosine protein phosphatase (Homo sapiens), P24666;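 active means compounds that cut the enzyme signal by at least half of the control window in the single-dose screen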;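 further: plate controls were DMSO wells with enzyme plus substrate for no effect and substrate without enzyme for full effect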
# Target sequence (P24666 whole entry, looked up): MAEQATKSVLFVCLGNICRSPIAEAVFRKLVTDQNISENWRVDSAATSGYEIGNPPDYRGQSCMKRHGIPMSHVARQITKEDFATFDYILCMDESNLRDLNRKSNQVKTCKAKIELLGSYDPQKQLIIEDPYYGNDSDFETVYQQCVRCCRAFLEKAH
#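 material = LMPTP-A | quantity = 0.625 nM enzyme | reagent = OMFP substrate, 400 µM final | buffer or medium = Bis-Tris pH 6.0, DTT, detergent | detection = endpoint fluorescence intensity from OMFP dephosphorylation | dosing = single 20 µM dose | read-out basis = % inhibition relative to no-enzyme and uninhibited control wells | control set = no-enzyme and uninhibited controls | timing = 50 min at room temperature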
# MsrA inhibitor: bovine MsrA enzyme inhibitors, primary screen, biochemical, absorbance, HTS; Methionine sulfoxide reductase A (Bos taurus); purified bovine MsrA, absorbance read-out; inhibition, % at 15.5 µM; hit rate 0.75% among 360,000; AID 651718, 2012; in the data active means inhibition above about 4.5%;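 further: 0% = vehicle wells with enzyme and 100% = reference inhibitor wells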
# NadD block: inhibitors of S. aureus NadD, primary screen, biochemical, colorimetric, uHTS; AID 602399, 2012; inhibition, % at 20 µM; hit rate 0.78% among 360,000; purified NadD enzyme, colorimetric absorbance read-out; Nicotinate-nucleotide adenylyltransferase NadD (Staphylococcus aureus N315); in the data active means inhibition above about 26%; further: some compounds past the cut are filed as inactive
# STEP inh: STEP phosphatase inhibitors, primary screen, biochemical, fluorescence intensity, uHTS. recombinant STEP, OMFP fluorogenic substrate. inhibition, % at 20 µM. AID 588621, 2011. hit rate 0.25% among 360,000;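 active means inhibition at 20 µM, scaled per plate between control wells, above about 37%, limit read from the data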;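 further: 0% = DMSO with enzyme and substrate and 100% = substrate only without enzyme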
# Target sequence (P54829 whole entry, looked up): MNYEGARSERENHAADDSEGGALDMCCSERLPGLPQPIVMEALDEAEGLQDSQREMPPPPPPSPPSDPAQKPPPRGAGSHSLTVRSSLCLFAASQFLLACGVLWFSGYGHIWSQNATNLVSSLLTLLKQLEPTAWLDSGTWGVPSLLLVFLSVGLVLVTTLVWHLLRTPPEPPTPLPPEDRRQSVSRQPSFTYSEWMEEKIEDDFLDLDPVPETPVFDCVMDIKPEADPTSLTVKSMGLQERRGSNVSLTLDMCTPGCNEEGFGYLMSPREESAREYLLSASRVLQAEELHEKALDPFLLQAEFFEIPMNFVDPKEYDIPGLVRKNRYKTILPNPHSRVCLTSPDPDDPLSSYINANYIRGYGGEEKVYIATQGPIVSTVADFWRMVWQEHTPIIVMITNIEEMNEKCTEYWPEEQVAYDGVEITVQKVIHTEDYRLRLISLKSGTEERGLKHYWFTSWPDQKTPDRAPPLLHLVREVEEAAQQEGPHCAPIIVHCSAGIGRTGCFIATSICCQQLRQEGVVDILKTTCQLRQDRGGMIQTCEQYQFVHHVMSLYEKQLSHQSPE
#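 material = STEP tyrosine phosphatase | reagent = fluorogenic phosphatase substrate OMFP at 25 µM final | doses = single compound dose of 20 µM, 1% DMSO final | schedule = 20 min reaction, room temperature, in the dark | measured by = fluorescence, 480/540 nm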
# DNMT1 block: human DNMT1 methyltransferase inhibitors, primary screen, biochemical, molecular beacon, fluorescence, HinP1I cleavage, uHTS; DNA (cytosine-5)-methyltransferase 1 (Homo sapiens), P26358; inhibition (reported as % activation of signal), % at 10 µM; hit rate 0.83% among 360,000; in the data active means inhibition above about 50%
# Rpn11 inh: Rpn11 (PSMD14) deubiquitinase inhibitors, primary screen, biochemical, fluorescence polarization, uHTS; human 26S proteasome, Ub4-pepOG fluorescence polarization; 20S core pre-blocked with epoxomicin; calls only at 20 µM; hit rate 0.59% among 360,000; AID 588493, 2011;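 active means inhibition at 20 µM, scaled to each plate's controls, above about 33%, limit read from the data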
# Target sequence (O00487 whole entry, looked up): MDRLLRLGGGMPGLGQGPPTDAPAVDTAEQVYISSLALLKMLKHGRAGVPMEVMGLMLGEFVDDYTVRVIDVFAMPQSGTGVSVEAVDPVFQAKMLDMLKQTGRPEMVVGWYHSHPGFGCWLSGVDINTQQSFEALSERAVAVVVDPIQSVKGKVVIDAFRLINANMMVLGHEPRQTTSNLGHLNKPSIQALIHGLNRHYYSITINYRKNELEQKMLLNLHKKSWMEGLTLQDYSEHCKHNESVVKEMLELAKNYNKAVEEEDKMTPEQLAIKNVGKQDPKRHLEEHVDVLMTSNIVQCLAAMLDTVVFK
# SUMO1-SIM PPI: modulators of SUMO1 protein-protein interactions, primary screen, biochemical, uHTS. SUMO1 binding to a labelled peptide, TR-FRET, 1 h. Small ubiquitin-related modifier 1 (Homo sapiens), P63165. hit rate 0.33% among 360,000. inhibition, % at 20 µM. AID 602429, 2012; in the data active means inhibition above about 37%
# Scp-1 inhibitor: Scp-1 phosphatase inhibitors, primary screen, biochemical, colorimetric, uHTS. Carboxy-terminal domain RNA polymerase II polypeptide A small phosphatase 1 (Homo …. Recombinant Scp1, phosphopeptide, malachite green phosphate absorbance. inhibition, % at 20 µM. hit rate 0.88% among 340,000. AID 493091, 2011;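 active means inhibition above about 50% at 20 µM, limit read from the data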;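 further: plate controls were DMSO wells with enzyme for no effect and wells lacking enzyme for full effect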
#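 Test system: SCP-1 phosphatase catalytic domain, residues 76-261; measured by: colorimetric phosphate reagent with accelerator and stabiliser, absorbance at 630 nm; timing: enzyme reaction 45 min at room temperature, colour 5 min, stabilisation 30 min; also added: Phosphorylated 17-residue peptide substrate; compound dosing: one concentration, 20 µM, with 1.0% DMSO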
# The depositor's hits bear a star; i = inactive; nt = no result given; + = active, no number; & = joins results of further samples. Rows were taken by chance; any-hit rate near 3.9%.
CSN inh	TbMetRS inhib	LMPTP inh	MsrA inhibitor	NadD block	STEP inh	DNMT1 block	Rpn11 inh	SUMO1-SIM PPI	Scp-1 inhibitor	Compound
2	0.8	-0.1	0.7	-1	-1	-1	i	-11	-9	CCN1CCN(c2c(S(=O)(=O)c3ccc(C)c(C)c3)cnc3ccc(F)cc23)CC1
0	-0.8	-1.1	1.9	-6	0	-1	i	0	-17	Cc1ccnc(NC2CCCCC2)c1
1	2.2	-0.3	-0.2	-2	0	5	i	-5	-4	O=C(NCCNC(=O)c1ccccc1O)c1ccccc1O
-3	-0.2	2.4	3.7	-2	3	-3	i	-15	-5	COc1ccc(-c2oc3cc(O)c(OC)c(O)c3c(=O)c2OC)cc1O
-4	-1.1	-2.6	0.7	-7	-3	3	i	0	nt	C[C@@H]1CN([C@H](C)CO)C(=O)CCCn2nncc2CO[C@H]1CN(C)C(=O)C1CC1
4	-0.1	-1.3	1.1	2	-1	-1	i	-1	3	Cc1cc(C(=O)NCC(=O)Nc2ccc(F)c(F)c2)c(C)o1
-1	0.1	-0.6	2.3	1	-4	7	i	-27	0	Cc1nc2ccccn2c1C(=O)N/N=C/c1ccccc1[N+](=O)[O-]
-8	-0.3	-0.6	1.7	-10	0	-3	i	1	-7	COc1ccc(SCC(=O)Nc2ccccc2Cl)cc1
0	-0.5	0.0	0.7	1	3	-1	i	0	-5	Cn1ccnc1SCC(=O)Nc1ccc2c(c1)OCCO2
5	-0.6	6.2	-0.2	-1	2	27	i	62*	0	Cc1ccc2nc(-c3cc(-c4ccccc4)no3)cn2c1
2	0.0	0.9	0.2	5	3	-5	i	-1	-5	CCOC(=O)CSc1nc(N)c2c3c(sc2n1)CCCC3
1	-0.2	-0.1	-1.1	-11	0	0	i	-4	0	CCCCc1cc2ccccc2c(OCCN(C)C)n1
-8	-0.8	10	1.3	-5	0	-3	i	-2	-9	CCN(CC)S(=O)(=O)c1ccc(N2CCCC2)c(C(=O)OCC(=O)Nc2cc(C)on2)c1
-6	-0.4	-1.9	-0.9	9	0	15	i	-6	7	CCOc1ccc(NCc2nnc(SCC(=O)Nc3nc(-c4ccccc4)cs3)n2-c2ccccc2)cc1
0	-0.2	-0.7	0.5	-1	1	-1	i	-11	-7	CC(=O)Nc1cc2c(cc1NC(=O)Cn1nc(-c3ccccc3)ccc1=O)OCCO2
2	2.3	7.7	0.2	-9	4	0	+	75*	-7	O=C(NC(=S)Nc1ccc2oc(=O)ccc2c1)c1cc2ccccc2o1
3	-0.2	-0.4	0.9	6	-5	1	i	-1	2	CCOC(=O)Cn1nc(CC)c2ccccc2c1=O
-4	0.9	-0.2	-1.1	1	0	-1	i	-1	7	CCOc1ccc(C2CC(c3cccc(OC)c3)n3nc(N)nc3N2)cc1 (configuration not stated)
2	-0.4	2.2	1.7	5	0	-4	i	-16	-11	COc1ccc(OCC(=O)NNc2c3ccccc3nc3ccccc23)cc1
-2	-0.6	0.5	3.0	-6	1	8	i	0	2	N#CC1=C(O)CCCn2c1nc1ccccc1c2=O
6	0.2	2.3	0.9	0	6	0	i	8	nt	CCOC(=O)N(C)c1c(CC)nc2c(OCc3cccc(Cl)c3)cccn12
0	-0.1	-4.9	1.0	-3	1	1	i	-3	-1	Clc1ccccc1OCCCCN1CCCC1
-4	-1.4	0.4	-0.2	-6	0	-5	i	-12	-8	COC(=O)C(Cc1ccccc1)NC(=O)CNC(=O)c1sc2ccccc2c1Cl (configuration not stated)
1	-1.6	-1.0	-1.3	-3	2	2	i	-3	16	CC(C)NC(=O)CSCc1ccccc1Cl

# Three compounds from above, ordered by formula weight, largest number first.
CSN inh	TbMetRS inhib	LMPTP inh	MsrA inhibitor	NadD block	STEP inh	DNMT1 block	Rpn11 inh	SUMO1-SIM PPI	Scp-1 inhibitor	Compound
6	0.2	2.3	0.9	0	6	0	i	8	nt	CCOC(=O)N(C)c1c(CC)nc2c(OCc3cccc(Cl)c3)cccn12
2	-0.4	2.2	1.7	5	0	-4	i	-16	-11	COc1ccc(OCC(=O)NNc2c3ccccc3nc3ccccc23)cc1
3	-0.2	-0.4	0.9	6	-5	1	i	-1	2	CCOC(=O)Cn1nc(CC)c2ccccc2c1=O

# Continued.
CSN inh	TbMetRS inhib	LMPTP inh	MsrA inhibitor	NadD block	STEP inh	DNMT1 block	Rpn11 inh	SUMO1-SIM PPI	Scp-1 inhibitor	Compound
2	0.0	0.6	1.3	1	1	2	i	-19	-9	CSc1ccc(CN2CCN(C(=O)c3ccc([N+](=O)[O-])cc3)CC2)cc1
-2	3.2	-0.9	0.5	-2	-2	4	i	5	-3	Nc1ccccc1/C=N\N=C/c1ccccc1N
6	0.2	0.0	0.7	-6	-1	2	i	-2	-4	Cc1nc(-c2ccccc2)c(Cc2ccccc2O)c(=O)[nH]1
-7	-1.2	2.3	0.7	2	-2	-10	i	-2	nt	CCCCCCn1c(=O)n2n(c1=O)C[C@]1(OC(=O)NCc3ccccc3F)CN(S(=O)(=O)c3ccc(C)cc3)C[C@]1(O)C2
-1	-1.0	1.4	-0.4	-1	0	-5	i	3	-15	CN(C)c1ccc(C(O)P(=O)(OC2CCCCC2)OC2CCCCC2)cc1 (configuration not stated)
4	-0.9	-3.4	0.8	4	4	-11	i	38*	37	O=C(Nc1ccc2oc(-c3cccnc3)nc2c1)c1ccc(Br)o1
-9	-0.6	0.6	0.1	-2	-1	1	i	4	-3	CCCCn1c(N)c(Sc2ccc(C)cc2)c(=O)[nH]c1=O
-12	0.1	5.6	1.3	-1	6	-2	i	-7	-4	CC1CCN(c2cc(N3CCN(C(=O)c4ccc(F)c(F)c4)CC3)c([N+](=O)[O-])cc2F)CC1
-1	0.1	-0.6	-0.8	-3	-1	-3	i	2	-6	CN(C(=O)CSc1nnc(N)s1)C1CCCCC1
-10	0.2	-2.1	-0.3	-3	1	-2	i	-1	-2	CN(C)c1ccc(C(CNC(=O)Cc2cccc3ccccc23)N(C)C)cc1 (configuration not stated)
-3&-2	-0.8&-0.8	-0.6&-2.3	-0.2&0.2	1&-8	-8&1	11&3	i	0&-1	8&5	Cc1ccc(C(=O)C[n+]2cc(-c3ccccc3)n3c2CCCCC3)cc1
-4	-0.1	0.4	0.3	16	1	-1	i	5	-6	CN(c1ccccc1)S(=O)(=O)c1ccc(C(=O)Nc2nnc(C3=COCCO3)o2)cc1
1	-0.9	0.6	0.3	3	1	-8	i	-2	3	COc1ccc2[nH]c(C(=O)NCCN3CCOCC3)cc2c1
8	-0.3	1.5	0.9	2	-2	4	i	-3	0	CCNc1nc(OCC)nc(N2CCC(Cc3ccccc3)CC2)n1
5	-0.8	22	0.9	23	4	17	i	20	10	Cc1ccc(-c2nc3c(c(=O)c4ccccc4n3C)c(=O)n2Cc2ccco2)cc1
-4	-0.3	2.2	-0.9	2	-3	-4	i	2	-10	Oc1ccccc1/C=N/n1c2ccccc2c2ccccc21
-1	0.1	-0.4	0.1	-2	-1	63*	i	-6	-1	COC(=O)C1CCN(C(=O)CSc2nc3nc(C)cc(C)n3n2)CC1
-4	-0.5	0.2	-0.8	3	-2	-4	i	-2	-7	CS(=O)(=O)NCCSCc1ccccc1
0	-0.3	2.3	0.8	0	2	-6	i	1	17	CCOC(=O)c1c(NC(=S)N2CCOCC2)sc2c1CCN(C(=O)OCC)C2
1	0.2	0.0	-1.0	-2	0	3	i	-2	nt	Cc1ccc(S(=O)(=O)N2CCOCC2)cc1NC(=O)COC(=O)COc1ccc(C#N)cc1
4	1.2	-0.7	0.4	-8	-3	1	i	2	-10	CC1(C)N=C(N)N=C(N)N1CCCCc1ccccc1
-8	-1.0	-1.3	-0.2	-1	0	-1	i	-3	-6	CCOC(=O)CNC(=O)c1ccc(C#CC2(O)CCCCC2)cc1
0	-0.5	-1.0	-1.3	3	0	1	i	3	nt	Cc1ccccc1Cn1c(C)c(C(=O)NCCC#N)sc1=O
8	-1.2	-1.6	2.8	2	2	6	i	-13	-1	Cc1c(-n2cc(C(=O)c3cc(F)ccc3O)cc(C#N)c2=O)c(=O)n(-c2ccccc2)n1C
2	0.4	-2.7	-1.0	1	-3	0	i	3	nt	C[C@H]1CN([C@@H](C)CO)S(=O)(=O)c2ccc(Br)cc2O[C@H]1CN(C)C(=O)NC1CCCCC1
6	-0.2	0.6	-0.7	-3	2	-4	i	-7	-4	CCOc1ccc(OCC(O)CN2CCc3ccccc3C2)cc1 (configuration not stated)
-4	0.0	-0.5	-0.7	-3	-2	0	i	3	-4	CC(=O)Nc1ccc(N2C(=O)CC(c3ccccc3)CC2=O)cc1
2	-1.3	2.8	0.3	-2	0	-2	i	0	-7	Brc1ccc2ncnc(NCc3cccnc3)c2c1
0	-0.3	-1.3	0.5	29	6	0	i	6	16	Cc1nn(-c2ccccc2)c(N2CCCC2)c1/C=N/NC(=S)Nc1cc(C(F)(F)F)ccc1Cl
-6	0.7	-0.9	-1.1	-1	-4	-6	i	6	5	CC[C@H](CO)Nc1nc(Nc2cccc(Cl)c2)c2ncn(C(C)C)c2n1
-1	-0.8	-0.1	-1.1	-4	-2	-3	i	-1	-1	Cc1cc(NC(=O)COc2ccccc2C)ccc1NC(=O)c1cccs1
-1	-0.3	-0.1	1.2	3	-1	-2	i	-21	-5	CC(=O)c1sc(NC(=O)CN2C(=O)C3CCCCC3C2=O)nc1-c1ccccc1 (configuration not stated)
1	0.1	-1.5	-0.2	8	-2	-8	i	-2	-4	CSC1=NCCN1C(=O)c1ccc(S(=O)(=O)N(C)C)cc1
